Assay outcomes (PubChem BioAssay)
aSyn 5UTR inh – 5' untranslated region of α-synuclein, MLPCN primary screen | alpha-synuclein 5'UTR reporter, inhibitor activity | inhibition, % (tested at 7.5 µM) | actives 0.82% (n = 300,000) | AID 1813; in the data active = inhibition above about 60%; inconclusive = no clear call, values can overlap the other calls;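 also: H4 neuroglioblastoma cells stably carrying SNCA 5'UTR luciferase fusion; 0% = DMSO wells and 100% = positive control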
AI-2 QS modul – modulators of Vibrio harveyi AI-2 quorum sensing system. Vibrio harveyi JMH597 AI-2 luminescence/OD600 ratio, 9 h; hits give low values; strain lacks LuxN and CqsS sensors; 0 = neutral-control median. activity change, % at 7.5 µM. actives 0.4% (n = 300,000). AID 2094; in the data active = activity change below about -75%, passing the limit was not always enough; inconclusive = no clear call, values can overlap the other calls;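 also: luminescence divided by OD600 gain over 9 h not by final OD600 alone; inactives centre near 13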
HIF activator – HIF pathway transcriptional activation; activation, % at 7.5 µM (by protocol); U2OS HRE-luciferase reporter, luminescence; normalized: DMSO 0%, desferrioxamine 100%; actives 0.32% (n = 300,000);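 active = mean activation of at least 10% of the iron chelator positive control signal, with at least half of replicates also reaching 10%; inconclusive = mean and replicate majority disagree about reaching 10%; inactive = mean and most replicates under 10%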
HSF1 inh – HSF1 inhibition; NIH3T3-HGL HSE-luciferase, MG132-induced, luminescence 8 h; hits give low values; activity change, negative = inhibition, % at 7.5 µM (by protocol); actives 0.77% (n = 300,000);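 active = more than half of replicate wells show activity change below -50%, luminescence cut by over half; inconclusive = some wells, but at most half, below -50%; inactive = no replicate well below -50%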;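 also: luciferase reports HSF-1 transcriptional activity via heat shock element; 0% = median of DMSO wells and -100% = zero luminescence signal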
GSK3A inh – inhibitors of human GSK-3 alpha kinase | P49840 | ADP-Glo luminescence, 60 min | inhibition, % at 10 µM | actives 0.1% (n = 320,000);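 in the data active = inhibition above about 50%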;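 also: GST-tagged GSK-3 alpha with peptide substrate and 25 µM ATP; 0% = DMSO neutral wells and 100% = GW8510 positive control wells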
Target sequence (P49840 whole entry, looked up): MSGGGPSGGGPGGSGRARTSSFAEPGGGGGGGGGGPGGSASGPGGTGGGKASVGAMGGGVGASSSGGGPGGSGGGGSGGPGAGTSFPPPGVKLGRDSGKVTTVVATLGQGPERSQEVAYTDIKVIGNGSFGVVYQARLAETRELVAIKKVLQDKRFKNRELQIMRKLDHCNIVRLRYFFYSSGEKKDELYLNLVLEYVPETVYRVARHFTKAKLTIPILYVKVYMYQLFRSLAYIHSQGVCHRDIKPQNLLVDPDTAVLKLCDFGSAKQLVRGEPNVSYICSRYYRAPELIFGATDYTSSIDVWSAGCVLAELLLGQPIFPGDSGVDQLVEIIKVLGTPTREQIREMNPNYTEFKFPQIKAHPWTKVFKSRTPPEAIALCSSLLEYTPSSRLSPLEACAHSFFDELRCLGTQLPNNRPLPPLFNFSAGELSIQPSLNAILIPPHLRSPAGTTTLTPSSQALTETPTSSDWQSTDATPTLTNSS
HSP90 inh – blocks HSP90-mediated luciferase refolding in reticulocyte lysate; Rabbit reticulocyte lysate, luciferase refolding luminescence, 3 h; inhibition, % at 5.6 µM; actives 0.91% (n = 290,000); AID 1789;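 active = inhibition above the screen-wide mean plus 3 SD, computed separately per campaign, cut at about 16% in these data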;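 also: 0% = DMSO wells and 100% = 60 µM geldanamycin wells; inhibitors lower the luminescence because luciferase stays unfolded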
GSK3B inh – inhibitors of human GSK3beta kinase. P49841. GST-GSK3beta kinase, ADP-Glo luminescence, 60 min; hits give low values. activity score (negative = inhibition), % at 10 µM. actives 0.038% (n = 300,000). AID 2097;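 active = more than half of replicate wells score below -50%, meaning over 50% inhibition versus plate controls; inconclusive = some replicates but at most half score below -50%; inactive = no replicate scores below -50%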;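 also: 0% = median DMSO wells and -100% = median GW8510 positive control wells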
Target sequence (P49841 whole entry, looked up): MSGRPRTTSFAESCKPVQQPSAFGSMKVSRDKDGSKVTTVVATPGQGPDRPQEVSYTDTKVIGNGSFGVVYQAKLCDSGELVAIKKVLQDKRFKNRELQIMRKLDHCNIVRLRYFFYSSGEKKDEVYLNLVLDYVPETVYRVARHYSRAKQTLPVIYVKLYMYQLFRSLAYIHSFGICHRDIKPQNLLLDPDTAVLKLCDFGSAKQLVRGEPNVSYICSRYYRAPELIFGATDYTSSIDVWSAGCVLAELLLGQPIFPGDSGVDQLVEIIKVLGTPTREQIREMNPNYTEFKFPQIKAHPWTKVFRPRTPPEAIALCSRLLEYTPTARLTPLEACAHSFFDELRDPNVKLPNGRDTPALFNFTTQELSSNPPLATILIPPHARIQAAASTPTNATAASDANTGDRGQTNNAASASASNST
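Test system: GST-fused GSK3beta enzyme, cell-free | Quantity: 1.6 ng GST-GSK3beta enzyme per well | Reagent: 25 µM ATP with peptide substrate | Schedule: 60 min enzyme reaction, room temperature | Signal: Luminescent ADP-Glo measurement of ADP formed | Read-out basis: Score relative to plate controls | Control set: DMSO and 20 µM GW8510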
KLF5 inh – suppresses KLF5 promoter-driven expression; DLD-1 KLF5 promoter-luciferase reporter, luminescence; inhibition, % at 5 µM; actives 0.23% (n = 290,000); AID 1700;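 active = inhibition above a per-plate limit of that plate's mean compound inhibition plus 3 SD, cut at about 60% in these data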;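 also: 0% = DMSO wells and 100% = LY294002 at 200 µM; higher means less KLF5 promoter-driven luciferase light; inactives centre near -14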
HSF1 activator – increases HSF-1 driven luciferase reporter signal | NIH3T3-HGL HSF-1 luciferase reporter, MG132, 8 h; 100% = twice DMSO control signal | AID 504408 | actives 1.7% (n = 300,000) | activation, % at 9 µM;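 active = mean replicate activation of at least 50% with a set share of replicates each reaching 50%; inconclusive = only one of those two conditions met; inactive = mean below 50% and too few replicates reaching it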;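 also: 0% = median of the neutral control wells and 100% = twice that signal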
IEC-6 cytotox – kills IEC-6 intestinal cells in KLF5 counter-screen; IEC-6 cytotoxicity, luminescence viability; inhibition, % at 5 µM; actives 0.78% (n = 290,000); in the data active = inhibition above about 22%;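 also: 0% = plate median of test compound wells and 100% = cytotoxic reference compound wells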
Active calls of the source: *; ? = inconclusive; . = not tested or not shown.

mol	aSyn 5UTR inh	AI-2 QS modul	HIF activator	HSF1 inh	GSK3A inh	HSP90 inh	GSK3B inh	KLF5 inh	HSF1 activator	IEC-6 cytotox
O=C(/C=C/c1cccc(O)c1)c1cccnc1	-29	0	-0.1	-3	-1	-3	1	-3	20	1
Cc1ccc(SCc2cc(=O)[nH]c(/N=C(\N)Nc3cccc4ccccc34)n2)cc1	4	23	-0.4	5	-2	-8	-3	8	21	-1
CCOC(=O)c1c(SC)[nH]c2c(Cl)cccc2c1=O	6	25	0.0	-2	-1	-4	4	-14	6	-1
CCOC(=O)C1ON2CCCCC2C1(O)C(F)(F)F (stereo unspecified)	10	15	1.3	-6	-2	-3	-2	8	-3	0
CCOc1ccc(NC(=O)CSc2ncc(-c3ccc(F)cc3)n2Cc2ccco2)cc1	2	26	-0.3	5	-2	7	-4	9	7	3
CCOc1ccc(NC(=O)Nc2ccc3c(c2)N(C)C(=O)CS3)cc1	10	5	.	-19	-2	1	-3	10	-19	2
Cc1ccc(S(=O)(=O)NC(=O)N(C)C2CCCCC2)cc1	7	25	-0.3	-12	-4	2	4	-25	1	3
C=CCNC(=O)CC1Nc2c3ccccc3nc(=S)n2C1=O (stereo unspecified)	8	20	0.8	-7	-2	3	2	-7	0	-2
Cc1cc(C)cc(NC(=O)N2CCC(c3nc4ccccc4o3)CC2)c1	16	-14	0.5	-3	0	4	1	-14	12	-2
O=C(CN(C(=O)c1csnn1)c1ccc(Cl)cc1)NC1CCCC1	0	3	-0.6	0	0	-6	4	-5	-1	-3
Cc1ccc(C(C)C)c(OCCN)c1	6	-6	-0.3	-7	-1	2	8	-26	-1	1
COCCN(C(=O)COC(=O)C1(C)CC1(Cl)Cl)c1c(N)n(Cc2ccccc2)c(=O)[nH]c1=O (stereo unspecified)	-19	-15	0.4	0	-2	5	6	5	6	2
CC(=O)Nc1ccc(-c2csc(NC(=O)C3CSC4(C)CCC(=O)N34)n2)cc1 (stereo unspecified)	23	8	1.6	1	3	.	-3	.	4	.
NNC(=O)CNS(=O)(=O)c1ccc([N+](=O)[O-])cc1	3	8	0.5	13	0	9	-2	-12	27	0
O=c1[nH]c(CN2CCN(S(=O)(=O)/C=C/c3ccccc3)CC2)nc2ccccc12	16	45	-0.1	0	-1	-2	0	-25	13	3
CC1CCc2[nH]c3ccc(C(=O)NCCCOC(C)C)cc3c2C1 (stereo unspecified)	-5	2	1.1	1	-1	1	2	-47	5	12
CC(C)NC(=S)N1CCn2c(nc3ccccc32)C1	32	17	0.7	-3	-2	1	1	-6	-15	-12
CCOc1ccccc1-c1nc2c(C(C)(C)C)nn(C)c2c(=O)[nH]1	-12	-3	-0.3	8	-2	1	-1	-7	22	0
N/C(=N\OC(=O)c1ccc(Cl)cc1)c1ccc(Cl)cc1	-122	11	2.0	12	-2	-2	4	7	-3	3
COC(=O)c1ccccc1NC(=O)CCCCCn1nnc2ccccc2c1=O	14	29	-0.5	-4	-3	3	1	-2	-3	2
CC(C)Oc1cccc(C(=O)NC(=S)Nc2ccc(N3CCN(C)CC3)cc2)c1	-56	1	1.4	8	-2	0	-2	-51	17	-2
CC1CCc2c(sc3ncn4c(SCC(=O)NCc5ccco5)nnc4c23)C1 (stereo unspecified)	-5	-5	0.1	-1	-4	4	4	-22	-8	2
NS(=O)(=O)c1ccc(CNC(=O)c2scc3c2CCCC3)cc1	12	9	-0.7	-3	1	1	-2	17	1	-4
Cc1nc(C(=O)NCCC(C)C)sc1C1(C)CC(c2ccccc2)=NO1 (stereo unspecified)	8	4	-0.3	5	-3	.	-7	.	15	.
COc1ccc(S(=O)(=O)N2CCC(C(=O)N[C@@H](C)C(=O)NCc3cccc(OC)c3)CC2)cc1	9	0	0.2	3	0	5	1	0	-10	4
CC(C)=CCc1c2c(c3occ(-c4ccc(O)cc4)c(=O)c3c1O)C=CC(C)(C)O2	-12	32	0.3	9	1	-1	-4	-32	9	1
O=C(Cn1ncc2c1-c1ccccc1OC2)Nc1cccc(Cl)c1	7	-8	0.1	2	-7	3	-1	-17	-5	2
CCCc1nc(SCC(=O)N2CCCc3ccccc32)c2c(=O)n(C)c(=O)n(C)c2n1	33	7	-0.3	-2	-2	2	2	-19	0	-3
CCN(CC)C(=O)C(Oc1ccc(S(=O)(=O)N2CCCC2)cc1[N+](=O)[O-])c1ccccc1 (stereo unspecified)	-17	0	-0.2	1	0	5	2	24	-6	3
CC1=NN(C(=O)CCc2ccc3c(c2)OCO3)C(O)(C(F)(F)F)C1 (stereo unspecified)	-13	15	-0.3	-2	1	-5	-26	-40	7	1
COc1ccccc1C(=O)NNC(=S)NC(=O)c1cccs1	73*	61	0.6	6	1	-1	0	60	10	48*
CCc1nnc(NC(=O)CN2C(=O)CCC2=O)s1	5	-1	-0.2	-6	-4	1	4	-8	-5	2
O=C(c1ccc(N2CCN(C3CC(=O)N(Cc4cccs4)C3=O)CC2)cc1)c1cccnc1 (stereo unspecified)	3	17	0.1	-2	0	2	2	-5	2	8
Cc1c(NC(=S)N2CCN(c3cccc(Cl)c3)CC2)c(=O)n(-c2ccccc2)n1C	7	17	0.2	-4	-1	3	-1	-11	2	1
CCN1CCN(S(=O)(=O)c2ccc(C(=O)Nc3ccccc3)cc2)CC1	-6	29	-0.2	7	-1	2	-3	-34	4	-1
CCOC(=O)c1c(NC(=O)COC(=O)c2ccc(O)cc2)sc(C(=O)NC)c1C	5	20	0.5	10	0	.	4	.	11	.
O=C(c1cccs1)N(Cc1ccc(Cl)cc1)C1CCS(=O)(=O)C1 (stereo unspecified)	2	4	-0.2	0	-1	-2	3	-18	-3	-2
O=C(Cc1cccs1)NCc1ccc(F)cc1	-31	7	0.5	6	-1	1	1	-18	8	6
CCOc1ccc(NC(=O)CCS(=O)(=O)c2ccc3c(c2)CCCN3C(=O)CC)cc1	-50	19	0.0	-8	0	6	1	-26	-3	-2
CC(C)Cc1nnc(NC(=O)c2ccc3c(=O)n4c(nc3c2)CCC4)s1	11	35	-0.1	-3	-4	0	1	-7	-5	0
O=C1Nc2c(c(=O)[nH]c(=O)n2-c2ccccc2F)C(C(F)(F)F)(C(F)(F)F)N1	-17	4	-0.8	7	0	-1	-1	-27	9	0
COC(=O)c1ccc2c(c1)NC(=O)C(N1CCOCC1)S2 (stereo unspecified)	4	10	-0.2	1	1	-2	0	6	3	1
Cc1ccc(S(=O)(=O)CCC(=O)c2ccc(F)cc2)cc1	8	18	-0.5	-5	-1	-4	-4	-35	-3	-5
COc1ccc(-c2cc(C(=O)N3CCCCCC3)no2)cc1	-85	-72	1.2	25	2	10	1	-137	60*	0
COc1cc(/C=C/c2nc3ccccc3c(=O)[nH]2)ccc1OC(F)F	-195	-1	2.9	15	-1	1	0	-127	11	-1
COc1cccc(C(=O)Nc2ccc(C(=O)O)cc2)c1	14	2	0.2	-7	4	-2	-1	15	-5	-6
COc1cc(CNCC(O)c2ccccc2)ccc1OCc1ccc(Cl)nc1 (stereo unspecified)	-18	16	0.0	21	-8	0	-4	-14	?	1
CC(C)N1CCc2c(sc(NC(=O)c3ccc(C(=O)c4ccccc4)cc3)c2C(N)=O)C1	-24	25	-19	-4	2	-3	2	-23	-14	2
NS(=O)(=O)c1ccc(-c2ccc(/C=C3\SC(=S)N(C4CCS(=O)(=O)C4)C3=O)o2)cc1 (stereo unspecified)	-2	25	-0.1	-20	0	0	-1	-11	-33	-6
O=C1c2ccccc2C(=O)N1CCC(c1ccc(F)cc1)c1ccco1 (stereo unspecified)	-22	24	-0.2	12	4	2	-2	-26	12	-5
O=C(N/N=C/c1ccc(O)c([N+](=O)[O-])c1)c1ccncc1	-6	32	-0.1	0	2	1	-4	-3	4	3
Clc1cccc(CSC2=NCCCN2)c1	-14	11	-0.2	3	-2	-1	1	-18	4	-4
Cc1cccc(NC(=O)c2cccc(OC(=S)N3CCOCC3)c2)c1C	-66	4	0.6	6	-2	2	-4	-23	-14	9
CCOC(=O)Nc1ccc(C(=O)Oc2ccccc2)c(O)c1	-47	-9	3.4	42	-2	0	0	-75	68*	8
COc1cc(Cl)c(C)cc1NC(=O)CNC(=O)Cn1cnc2ccccc2c1=O	-10	26	-0.1	4	-4	-2	-1	-19	-5	0
COC(=O)c1cccc(NC(=O)CSc2nnc(C)n2Cc2ccccc2)c1	-3	24	0.0	-1	0	2	-5	-16	13	0
O=[N+]([O-])c1ccc(CS(=O)(=O)c2ccc(Cl)cc2)cc1	13	22	-0.7	8	-2	-1	-4	-3	15	0
